INS promoter inh – TRM-6 insulin promoter activity inhibition; AID 1273; inhibition, % at 2 µM; hit rate 0.9% among 130,000; TRM-6 cells (human fetal islet line), insulin promoter-eGFP reporter, imaging; reporter expression induced with tamoxifen;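 active means inhibition above the mean plus 3 SD, with well images judged a real hit on visual review, cut at about 60% in these data, passing the limit was not always enough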
SDO1 yeast rescue – restores growth of sdo1-depleted yeast | S. cerevisiae sdo1-depleted JHY4D growth rescue, OD600 30 h; hits give high values; pdr5 snq2 efflux-pump mutant strain | z-score at 10 µM | hit rate 0.21% among 140,000 | AID 817;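 active means z-score above 3 at both the 24 hr and the 30 hr optical density reads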;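 further: z-score against mean and SD of all compound wells on the same plate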
SDO1 yeast rescue Rescue 24 h – further read-out of SDO1 yeast rescue, marked with its call; z-score; S. cerevisiae sdo1-depleted JHY4D growth rescue, OD600; measured here: growth rescue at 24 h;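 0 is the plate mean of compound wells and units are plate SD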
* = called active by the depositor; nt = not tested or not shown. Only part of the results is shown; the hit share may differ from the screen's.

smiles	INS promoter inh	SDO1 yeast rescue	SDO1 yeast rescue Rescue 24 h
Cc1nn(Cc2cccc(C(=O)Nn3cc([N+](=O)[O-])cn3)c2)c(C)c1[N+](=O)[O-]	-17	0.23	-0.33
COc1ccc(-n2c(SCC(=O)Nc3nccs3)nc3c(c2=O)SC(C)C3)cc1 (stereo not given)	-43	0.66	0.6
CCC/C(O)=N\S(=O)(=O)c1ccc(N=NN(C)C)cc1	50	0.02	-0.6
COc1ccc(S(=O)(=O)N2CCN(c3ccccn3)CC2)cc1OC	-4	0.11	-0.29
C[N+]1(CCCCSc2ccc(O)cc2)CCCCC1	-12	0.07	-0.3
O=C(c1cc2cc(Br)ccc2o1)N1CCCCC1	27	nt	nt
O=C(CSc1cnc2ccccc2n1)NC1CCCC1	-7	1.1	1.1
Cc1cc(C)cc(NC(=O)CSc2nnc(-c3ccccc3)n2N)c1	23	0.41	0.04
COC(=O)c1cn(NC(=O)Cc2cccc(OC)c2)c(=O)c2ccccc12	-29	1	0.86
Cc1ccsc1/C=N/n1c(-c2cccnc2)n[nH]c1=S	4	0	-0.01

Continuation:
smiles	INS promoter inh	SDO1 yeast rescue	SDO1 yeast rescue Rescue 24 h
Cc1cc(OCC(=O)Nn2cnnc2)c(C)cc1Br	-27	0.12	-0.26
C=CCN(C(=O)CN1CCOCC1)c1nc(C)c(-c2ccccc2)s1	15	0.39	0.36
NC(=O)C1(c2ccccc2)CCOCC1	15	1.2	1.6
CC(=O)Nc1ccc(C2=NNC(=Nc3cccc(S(=O)(=O)N(C)C)c3)SC2)cc1	0	nt	nt
COc1ccc(CC(NC(C)=O)C(=O)NC2CCN(C(=O)Nc3ccccc3Cl)CC2)cc1OC (stereo not given)	33	0.26	0.44
Cc1cccc(NC(=S)NNC(=O)c2ccc3c(c2)OCO3)c1	nt	0.71	-0.37
CCC(CC)NC(=O)Cc1ccc(S(=O)(=O)N2CCOCC2)s1	-38	-0.39	-0.99
COc1cc2c(-c3ccccc3O)nc3c(c(C)nn3-c3ccccc3)c2cc1OC	nt	0.05	1
CC(C)OC(=O)c1cccc(C(=O)O)n1	45	-0.36	-0.71
COc1ccc(-n2c(SCC(N)=O)nnc2-c2ccc(NS(=O)(=O)c3ccc(C)cc3)cc2)cc1	-2	0.28	0.53

Later entries
smiles	INS promoter inh	SDO1 yeast rescue	SDO1 yeast rescue Rescue 24 h
O=C(Nc1ccc(Cl)cc1)Nc1ccccc1CC[N+](=O)[O-]	20	nt	nt
O=C(CSc1ccc2nnc(-c3ccc(F)cc3)n2n1)NCC1CCCO1 (stereo not given)	nt	0.34	0.48
CCOc1ccc(S(=O)(=O)Nc2ccc(S(=O)(=O)N3CCCC3)cc2)cc1	-6	0.3	0.71
Cc1cc(C(=O)N(C2CCCCC2)C2CCCCC2)no1	nt	-0.95	-0.56
CC(C)CC1NC(=O)N(CC(=O)Nc2ccc3c(c2)CCC3)C1=O (stereo not given)	36	nt	nt
Cc1cccc(C)c1NC(=O)CSc1nnc(-c2ccco2)n1N	nt	0.11	0.26
Cc1cc(-c2n[nH]c(=S)n2-c2ccc(C)c(C)c2)no1	-23	0.5	-0.43
O=C(O)c1ccccc1C(=O)Nc1ccccn1	11	0.71	0.53
O=C(O)c1cccc(CSc2nc(-c3ccc(Cl)cc3)cc(C(F)(F)F)n2)c1	nt	-1.2	-0.39
Cc1ccccc1CN1CCNC1=O	-6	1.9	2.7

The listing continues.
smiles	INS promoter inh	SDO1 yeast rescue	SDO1 yeast rescue Rescue 24 h
CCC(C(=O)Nc1cccc(C(=O)O)c1C)c1ccccc1 (stereo not given)	-12	nt	nt
COc1ccc(CCNC(=O)c2cc(-c3ccc4c(c3)OCO4)on2)cc1OC	nt	-0.96	-1.1
COC(=O)C(C)Sc1nc2c(cnn2-c2ccc(C)cc2)c(=O)[nH]1 (stereo not given)	58	-1.7	-1.3
CCOC(=O)C1CCN(S(=O)(=O)c2ccc3c4c(cccc24)C(=O)N3)CC1	nt	-0.98	-1
O=C(Nc1nnc(-c2ccccc2Cl)o1)c1ccc(S(=O)(=O)N2CCCCCC2)cc1	-400	-0.69	-0.8
Cc1cc(C(=O)N2CCN(C/C=C/c3ccccc3)CC2)no1	37	-0.15	-1
COC(=O)c1cccc(NC(=O)Cc2nc(-c3ccccc3)sc2-c2ccc(C)cc2)c1	38	-1.7	-1.2
O=C(NCc1n[nH]c(=S)n1-c1ccccc1)c1ccc(S(=O)(=O)N2CCOCC2)cc1	45	0.1	0
Cn1c2ccccc2c2ncn(CCN3CCOCC3)c(=O)c21	-46	1.7	1.8
CC(=O)Nc1ccc(S(=O)(=O)N/N=C/c2ccc(C)s2)cc1	-31	0.96	0.9

Continued.
smiles	INS promoter inh	SDO1 yeast rescue	SDO1 yeast rescue Rescue 24 h
O=C(COC(=O)/C=C/c1ccco1)NCCc1ccccc1	-50	nt	nt
Cc1nnc2c3ccccc3c(-c3ccc(O)cc3)nn12	-28	0.72	0.44
CCCn1c(C)cc(C(=O)COc2ccc(-c3nnco3)cc2)c1C	0	nt	nt
CC(=O)Nc1c(O)nc(SCc2ccccc2C#N)[nH]c1=O	-26	1.4	0.85
Cc1cc(C)n(-c2ncnc3sc4c(c23)CC(C)CC4)n1 (stereo not given)	nt	-0.42	-1.3
C/C(=C\C(=O)O)C(=O)Nc1nccs1	-27	0.83	1.9
COc1ccc(NC(=O)COC(=O)c2c3c(nc4ccccc24)CCCC3)cc1	53	-2	-1.6
O=S(=O)(c1ccc2nc(Cc3cccc(C(F)(F)F)c3)[nH]c2c1)N1CCOCC1	-32	0.23	-0.65
Cc1sc(-n2c(C)cc(C=O)c2C)c(C(=O)O)c1C	3	2	0.58
O=C(O)c1cccc([N+](=O)[O-])c1C(=O)Nc1nc2ccccc2s1	60	nt	nt

Continuation.
smiles	INS promoter inh	SDO1 yeast rescue	SDO1 yeast rescue Rescue 24 h
COc1ccc(OC)c(C(c2nnnn2Cc2ccccc2)N2CCN(C)CC2)c1 (stereo not given)	-6	0.97	1.3
COc1ccc(CNC(=O)c2cc(-c3ccc(OC)c(OC)c3)on2)cc1	33	8.7*	4*
Cc1cccc(NC(=S)N2CCC(N(C)CC3CCCO3)CC2)c1 (stereo not given)	-7	nt	nt
COc1ccc(/C=C/C(=O)OCC(=O)NC2CCCC(C)C2C)cc1S(=O)(=O)N1CCOCC1 (stereo not given)	15	nt	nt
Cn1c(=O)c2c(SCC(=O)NCc3ccco3)nc(CC(C)(C)C)nc2n(C)c1=O	nt	-0.64	-0.64
Cc1cc(-c2ccccc2)c(C#N)c(N)n1	4	1.1	0.93
Cc1ccc(Nc2nc(CSc3nnc(-c4cccs4)o3)cs2)cc1	43	0.12	1.2
CCOc1ccccc1C(=O)N1c2ccccc2Sc2ccccc21	-100	-1.7	-1
Cc1ccc(NCc2nnc(SCC(=O)O)n2-c2ccc(C)cc2)cc1	23	nt	nt
N#Cc1cccc2cnccc12	nt	0.92	0.91

Continued:
smiles	INS promoter inh	SDO1 yeast rescue	SDO1 yeast rescue Rescue 24 h
Cc1cc2c(cc1C)NC(c1c(C)n(C)n(-c3ccccc3)c1=O)C1=C(CC(C)(C)CC1=O)N2 (stereo not given)	27	0.36	-0.78
CCCNC(=O)NC(=O)COC(=O)c1cccc(NS(=O)(=O)c2ccc(F)c(F)c2)c1	-21	0.66	0.85
CCOC(=O)N1CCC(=NNC(=O)COc2ccc(OC)cc2)CC1	nt	1	0.85
CCOc1ccccc1NC(=O)CCn1c(=O)oc2ccccc21	9	-0.1	0.02
O=C(CCCn1c(=O)[nH]c2ccsc2c1=O)N1CCN(c2ccccn2)CC1	-76	0.53	0.03
Cc1ccc2nc(Cn3cc(C(F)(F)F)ccc3=O)cc(=O)n2c1	55	nt	nt
CC(=O)Oc1ccc(NC(=O)CSc2ccccc2)cc1	67	-0.96	-1.4
O=S1(=O)C=C(Sc2nc3ccccc3s2)c2ccccc21	nt	-2.5	-1.7
Cc1cccc(Oc2sc(C(=O)c3ccccc3)c(N)c2C#N)c1	36	-0.5	0.28
CC(C)CCn1c(Br)nc2c1c(=O)n(CC(N)=O)c(=O)n2C	nt	-0.05	-0.85

(next part)
SMILES | INS promoter inh | SDO1 yeast rescue | SDO1 yeast rescue Rescue 24 h
CCN(CC)C(=O)CSc1nnc(COc2ccccc2)n1CC | -107 | -0.4 | -1.2
Cc1c(Cl)c([N+](=O)[O-])nn1CCCC(=O)NC1CCCCC1 | -73 | nt | nt
CC1(C)CC(=O)C(=Cc2cn(-c3ccccc3)nc2-c2ccc(Cl)cc2)C(=O)C1 | 50 | -0.02 | 0
C=CCn1c(C(C)NC(=O)c2cccs2)n[nH]c1=S (stereo not given) | 15 | 0.77 | 1.2
CC1Cc2ccccc2N1S(=O)(=O)c1cccc2nsnc12 (stereo not given) | -35 | 0.55 | 0.86
COc1ccc(OC)c(-c2cn(S(=O)(=O)c3ccccc3)nc2N)c1 | nt | -0.04 | -0.28
NC(=O)C1(N2CCCCC2)CCN(Cc2nc3ccccc3c(=O)[nH]2)CC1 | -18 | 1.1 | 0.28
CCOC(=O)c1[nH]c2ccc(OCC)cc2c1CCCN1C(=O)c2ccccc2C1=O | -6 | 0.5 | -0.11
COc1ccc(S(=O)(=O)Nc2nccs2)cc1OC | -27 | nt | nt
COc1ccc(C(C(=O)NC2CCCCC2)N(C(=O)Cc2c[nH]c3ccccc23)c2ccccc2C)cc1OC (stereo not given) | 0 | 0.43 | 0.58

New compounds follow
SMILES | INS promoter inh | SDO1 yeast rescue | SDO1 yeast rescue Rescue 24 h
O=C(Nc1cccc(S(=O)(=O)C(F)F)c1)c1ccc(S(=O)(=O)N2CCCC2)cc1 | -56 | nt | nt
CCOC(=O)C1C(=O)C=C(C)C(C(=O)OCC)C1c1ccc(OC)cc1 (stereo not given) | nt | -0.65 | -0.14
COC(=O)c1oc2ccc(OC)cc2c1N | 19 | 0.52 | 0.2
COc1ccc(OC)c2sc(NC(=O)C(C)C)nc12 | nt | -0.75 | -0.86
Cc1nnc(C)n1/N=C/c1cc(Br)cc(Br)c1O | nt | 0.54 | 0.22
Clc1ccccc1CSc1ncn(-c2ccccc2)n1 | 23 | -1.2 | -1.1
N#Cc1c(NC(=O)CSc2nc(-c3ccco3)cc(C(F)(F)F)n2)sc2c1CCCC2 | -87 | -0.56 | 0.23
COc1ccc(Cn2c(SCc3ccc(C)cc3)nc3cc(OC)c(OC)cc3c2=N)cc1Cl | 50 | -2.3 | -1.9
CCOC(=O)c1ccc(CN(Cc2ccccc2)S(=O)(=O)c2cccc([N+](=O)[O-])c2)cc1 | nt | 0.37 | -0.01
NC(=O)CSCc1nc2ccccc2s1 | -9 | 0.05 | -1.1

Further records follow.
SMILES | INS promoter inh | SDO1 yeast rescue | SDO1 yeast rescue Rescue 24 h
CSc1nnc(-c2cc(-c3ccc(C)cc3)nc3ccccc23)o1 | -29 | 0.3 | 0.36
Cc1ccc(C2=NN(C(=O)CSc3nc(N)cc(N)n3)C(c3ccco3)C2)cc1 (stereo not given) | 56 | 0.69 | -0.83
CCCCSc1nc(C)cc(SCC(=O)N/N=C/c2ccccc2)n1 | -50 | nt | nt
CC(CNCc1ccc2c(c1)OCO2)NCc1ccc2c(c1)OCO2 (stereo not given) | nt | -1.1 | -0.97
COc1ccc(C(=O)c2ccc(N3CCOCC3)cc2)c(OC)c1 | nt | 0.15 | 0.2
CN(C#N)c1nccc(-c2cccs2)n1 | -7 | nt | nt
Cc1ccc(S(=O)(=O)N2CC(O)CC2C(=O)Nc2ccc3c(c2)CCC3)cc1 (stereo not given) | -93 | 0.08 | -0.96
Cc1cc(C)cc(N(CCC(=O)O)S(=O)(=O)c2ccc3ccccc3c2)c1 | -40 | -0.33 | -0.43
C=CCOC(=O)CCCC(=O)NC1CCCCC1 | 38 | 1.2 | 0.82
S=C(Nc1ccc(Cl)cc1)NN1CCOCC1 | nt | 0.81 | 0.45

(list continues)
SMILES | INS promoter inh | SDO1 yeast rescue | SDO1 yeast rescue Rescue 24 h
COc1ccc(OC)c(NC(=O)Cn2cnc3c(cnn3-c3ccccc3)c2=O)c1 | -43 | -0.5 | -0.36
Nn1c(SCC(=O)NC2CCCCC2)nnc1C1CC1 | 31 | 1.3 | 0.89
COc1ccc(NC(=O)Nc2cc(NC(=O)Nc3ccc(OC)cc3)c(C)nc2C)cc1 | 14 | -0.49 | 0.13
CCOc1ccc(NC(=O)C[n+]2ccccc2)cc1 | nt | 0.67 | 0.79
C=CCc1ccc(OCCCCN2CCC(C)CC2)c(OC)c1 | nt | 0.51 | 0.38
